All columns: NCI-60 one-dose screen, growth in % after 48 h at 10 µM unless noted; 100 = growth as untreated, 0 = no growth, -100 = all killed.
HOP-62: HOP-62 NSCLC. AID 1794735. actives 3.9% (n = 80,000)
HOP-92: HOP-92 NSCLC cells; AID 1794738; actives 6.3% (n = 71,000)
SR: SR leukemia cells | actives 8.7% (n = 73,000) | AID 1794780
MOLT-4: MOLT-4 leukemia cells; actives 6.9% (n = 80,000)
EKVX: EKVX NSCLC; actives 3% (n = 71,000); AID 1794765
RPMI-8226: RPMI-8226 leukemia cells | actives 7.5% (n = 77,000)
CCRF-CEM: CCRF-CEM leukemia; actives 7% (n = 77,000)
K-562: K-562 leukemia | actives 7.4% (n = 78,000)
* hit, by the source's call; · = not tested or not shown; & = joins results of further samples. Rule for the calls: active = growth percent below 10; inactive = the rest.

SMILES	HOP-62	HOP-92	SR	MOLT-4	EKVX	RPMI-8226	CCRF-CEM	K-562
Cn1cc(/C=C/C(=O)/C=C(/C=C/c2cn(C)c3ccccc23)OB(F)F)c2ccccc21	106	95	79	85	96	96	80	87
Cc1ccc(S(=O)(=O)Nc2ccc3[nH]ccc3c2)cc1	101	92	106	96	91	95	96	98
N#C/C(=C/c1ccc(Cl)cc1)c1[nH]n2cc(-c3ccccc3)nc2c1C#N	82	93	107	104	84	103	106	105
Cc1ccc(/C=N\N=C\c2ccc(C)cc2)cc1	132	·	76	80	116	95	91	·
O=C(O)C1CN(c2cccc(Cl)c2)N(c2cccc(Cl)c2)C1=O (stereo unspecified)	88	101	85	89	97	107	107	101
CCOC(=O)/C=C/COC(=O)[C@H](C)NC(=O)[C@@H]1CCCN1C(=O)CNC(=O)C(C)(C)C	105	·	98	106	99	106	97	99
COc1ccc(C(C)=O)cc1CSC(=S)N1CCSCC1	73	19	·	98	·	82	·	89
CC1CN(C(=O)Nc2c(C(C)C)cccc2C(C)C)CC(C)O1 (stereo unspecified)	107	96	85	91	·	106	104	119
N#Cc1cnc(C(N)=O)s1	96	104	95	101	96	101	94	102
O=S(=O)(NCCCNc1nccc(-n2cnc3ccccc32)n1)c1ccc(Br)cc1	107	79	71	65	81	71	83	74
Nc1cccc2ccc(S(=O)(=O)O)cc12	103&104&100	80&104	·	109&107	102&103&109	93&115&114	103&99	102
CCCCCCc1ccc(O)c(Cl)c1	·	92	107	103	101	115	114	100
CCOC(=O)C=C(C)C	105	·	100	106	·	100	95	101
COC(=O)c1ccc2c(c1)C(=O)N(c1ccc(S(N)(=O)=O)cc1)C2=O	97	88	103	102	98	106	106	·
COc1cc2c(Nc3ccc(S(N)(=O)=O)cc3)ncnc2c(OC)c1OC	92	86	100	97	100	99	93	98
NS(=O)(=O)c1ccc(-n2nc(CCCNC(=O)Nc3ccc(C(F)(F)F)cc3)cc2-c2ccccc2)cc1	85	·	49	47	93	77	58	85
COc1ccc(/C=C2\SC(=Nc3ccc(F)cc3)NC2=O)c(OC)c1	109	124	81	86	·	73	94	80
COc1ccc(Cn2cc3c(c2-c2cc(OC)c(OC)c(OC)c2)CCc2cnoc2-3)cc1[N+](=O)[O-]	57	64	22	30	20	28	22	15
COc1ccc(CCN2C(=O)C(C)(C)SC2=S)cc1OC	103	102	103	101	94	·	92	100
CC(=O)c1c(C)[nH]c2c1c(-c1ccc3c(c1Br)OCO3)nc1ccccc12	91	100	74	84	90	97	92	85
Cc1ccc(/C=C/C(=O)c2c(O)c3ccccc3oc2=O)cc1	85	101	80	90	102	98	95	77
Cc1ccc(-c2[nH][nH]c(=O)c2-c2nc3ccccc3s2)cc1	99	105	98	100	97	97	93	100
CCCCOc1nc2cc(Cl)ccc2cc1/C=C/C(=O)/C=C1/CC(c2cc3ccc(Cl)cc3nc2OCCCC)Nc2ccccc2N1 (stereo unspecified)	108	90	99	102	93	·	102	92
N#Cc1ccc(S(N)(=O)=O)cc1	98	108	101	90	88	·	100	·
CC(C)CC(CC(C)C)=NNc1ccc([N+](=O)[O-])cc1[N+](=O)[O-]	104	92	90	105	99	94	88	97
COc1ccc(C2=NNC(c3cc(Cc4ccc(O)c(C5CC(c6ccc(OC)cc6)=NN5)c4)ccc3O)C2)cc1 (stereo unspecified)	60	·	16	18	31	27	12	·
COc1ccc(/C(C)=N/NC(=O)CSc2nc3ccccc3c(=O)n2CCc2ccc(S(N)(=O)=O)cc2)cc1OC	95	125	92	89	88	·	·	86
Nc1cccc(-c2nc3sccn3c2-c2ccnc(NCCCNS(=O)(=O)c3ccc(Br)cc3)n2)c1	119	109	106	103	95	103	102	100
CC1(C)c2[nH]c3ccccc3c2C[C@]2(C)[C@H]3C(=O)C=C4[C@@H]5C[C@@](C)(C(N)=O)CC[C@]5(C)CC[C@@]4(C)[C@]3(C)CC[C@@H]12	85	55	46	33	68	42	67	31
O=S(=O)(NC1c2ccccc2Oc2ccccc21)c1ccc(Cl)cc1	86	73	65	81	96	98	98	78
O=C(Cn1cnc2c(cc(-c3ccccc3)n2-c2ccncc2)c1=O)Nc1ccccc1	95	100	109	111	97	108	102	107
CC1(C)C=C(C(=O)ON2C(=O)CCC2=O)C(C)(C)N1O	107	101	90	99	·	108	102	97
COc1ccc2c(c1)c(-c1csc(-c3ccc4ccccc4c3)n1)cn2S(=O)(=O)c1ccccc1	·	·	110	95	82	·	·	103
CCCCN(CCCC)c1cc(OCC)ccc1OCC	106	97	93	87	111	93	90	96
CCc1ccc(C(Nc2ccc3nc4n(c(=O)c3c2)CCC4)C(=O)O)cc1 (stereo unspecified)	96	147	99	104	93	104	100	95
Nc1nc2c(c(=O)[nH]1)CN(CCCN1CCN(CCCN3CNc4nc(N)[nH]c(=O)c4C3)CC1)CN2	105	102	110	98	101	106	·	107
COC(=O)C(Br)C(O)c1ccccc1 (stereo unspecified)	121	96	·	97	105	107	111	102
O=C(Nc1ccc(F)cc1)Nc1ccc(-c2cc(C(=O)Nc3ccccn3)c3ncccc3n2)cc1	102	122	101	90	100	95	108	90
CC(C)[C@@H](C)/C=C/[C@@H](C)[C@H]1CC[C@H]2C3=C[C@@H](O)[C@@]4(O)C[C@@H](O)CC[C@]4(C)[C@@]3(O)CC[C@]12C	88	89	88	99	94	95	91	89
CN(c1ccc(C2=NCCN2)cc1)S(=O)(=O)c1cccc2c(S(=O)(=O)N(C)c3ccc(C4=NCCN4)cc3)cccc12	97	94	93	98	105	93	93	104
CSC(=N\N=C\c1ccc(N(C)C)cc1)/N=C/N(C)C	·	·	99	101	·	92	·	111
Cc1c2cnccc2c(C)c2c1c1cc(CO)ccc1n2C	-49*	-20*	8.4*	-11*	-15*	-21*	-7.8*	1.7*
Fc1ccc(COc2ccc(Nc3ncnc4onc(-c5ccccc5)c34)cc2)cc1	102	93	87	97	94	109	100	95
Nc1cccc(-c2nc3sccn3c2-c2ccnc(NCCCNS(=O)(=O)c3ccc(C(F)(F)F)cc3)n2)c1	19	71	16	-30*	21	-30*	6.2*	8.5*
COc1cc2ncn3c(=O)c4c5c(sc4nc3c2cc1OC)CCCCC5	91	82	98	106	88	103	103	97
CC(=O)OCCOCCOC(C)=O	99	111	102	102	·	·	97	100
CN1CCCCC1CCN1C(=O)c2ccccc2C1=O (stereo unspecified)	86	106	85	76	103	111	74	99
CN(C)[C@@H]1C(=O)C(C(=O)NCc2nc3[nH]cnc(=S)c3[nH]2)=C(O)[C@@]2(O)C(=O)C3=C(O)c4c(O)cccc4[C@@](C)(O)[C@H]3C[C@@H]12	18	25	12	13	89	·	14	·
CCOC(=O)C(Cc1ccc(C)cc1)(NC=O)C(=O)OCC	95	88	101	101	100	92	103	94
Cc1ccc(C(c2c(O)c3cc(Br)ccc3[nH]c2=O)c2c(O)c3cc(Br)ccc3[nH]c2=O)cc1	77	74	97	67	71	73	80	·

Twelve consecutive records already listed, for reference:
SMILES	HOP-62	HOP-92	SR	MOLT-4	EKVX	RPMI-8226	CCRF-CEM	K-562
Nc1nc2c(c(=O)[nH]1)CN(CCCN1CCN(CCCN3CNc4nc(N)[nH]c(=O)c4C3)CC1)CN2	105	102	110	98	101	106	·	107
COC(=O)C(Br)C(O)c1ccccc1 (stereo unspecified)	121	96	·	97	105	107	111	102
O=C(Nc1ccc(F)cc1)Nc1ccc(-c2cc(C(=O)Nc3ccccn3)c3ncccc3n2)cc1	102	122	101	90	100	95	108	90
CC(C)[C@@H](C)/C=C/[C@@H](C)[C@H]1CC[C@H]2C3=C[C@@H](O)[C@@]4(O)C[C@@H](O)CC[C@]4(C)[C@@]3(O)CC[C@]12C	88	89	88	99	94	95	91	89
CN(c1ccc(C2=NCCN2)cc1)S(=O)(=O)c1cccc2c(S(=O)(=O)N(C)c3ccc(C4=NCCN4)cc3)cccc12	97	94	93	98	105	93	93	104
CSC(=N\N=C\c1ccc(N(C)C)cc1)/N=C/N(C)C	·	·	99	101	·	92	·	111
Cc1c2cnccc2c(C)c2c1c1cc(CO)ccc1n2C	-49*	-20*	8.4*	-11*	-15*	-21*	-7.8*	1.7*
Fc1ccc(COc2ccc(Nc3ncnc4onc(-c5ccccc5)c34)cc2)cc1	102	93	87	97	94	109	100	95
Nc1cccc(-c2nc3sccn3c2-c2ccnc(NCCCNS(=O)(=O)c3ccc(C(F)(F)F)cc3)n2)c1	19	71	16	-30*	21	-30*	6.2*	8.5*
COc1cc2ncn3c(=O)c4c5c(sc4nc3c2cc1OC)CCCCC5	91	82	98	106	88	103	103	97
CC(=O)OCCOCCOC(C)=O	99	111	102	102	·	·	97	100
CN1CCCCC1CCN1C(=O)c2ccccc2C1=O (stereo unspecified)	86	106	85	76	103	111	74	99

The list goes on:
SMILES	HOP-62	HOP-92	SR	MOLT-4	EKVX	RPMI-8226	CCRF-CEM	K-562
CSc1nc2cc(Oc3cccc(Cl)c3Cl)c(Cl)cc2[nH]1	93	78	·	60	100	73	71	·
C=CCCCCCCCCCOC(=O)c1nn(C(C)=O)c2cc3c(cc12)OCO3	102	105	99	97	98	103	97	98
CC(C)c1nc2ccccc2n1S(=O)(=O)c1ccccc1	91	90	·	94	104	95	94	92
C=CCc1c2c(c(OC)c3ccoc13)C(=O)/C(=C/c1ccccc1)O2	58	90	104	93	86	105	109	126
COc1ccc(C=Nc2ccccc2)c(OC)c1	108	102	91	87	103	97	·	99
COc1ccc(CCCC(=O)O)cc1	82	91	97	100	107	109	·	103
CCOC(=O)C(Cc1ccc(O)cc1)NC(=O)C(CCCCN)N(C(=O)OCc1ccccc1)C(=O)OCc1ccccc1 (stereo unspecified)	98	·	71	90	·	108	104	86
CCS(=O)(=O)c1nc(NC)c2ccsc2n1	99	95	92	107	96	103	98	100
Oc1ccccc1-c1nc2c3ccccc3c3ccccc3c2[nH]1	70&111	57&84	60&89	73&94	67&81	51&87	57&96	30&88
Cc1ccc(Nc2nc(Nc3cnc4ccccc4c3)c3[nH]cnc3n2)cc1	85	39	75	88	46	74	81	84
COc1ccc2c(c1OC)C(=O)OC2C1c2c(c(COC(=O)C(Cc3c[nH]c4ccccc34)NC(=O)OC(C)(C)C)c3c(c2OC)OCO3)CCN1C (stereo unspecified)	102	95	72	74	94	86	96	82
COc1ccc2cc(C(C)NC(=O)Nc3ccc(S(=O)(=O)N=C(N)N)cc3)ccc2c1 (stereo unspecified)	81	90	91	112	92	100	·	92
Cc1ccc(C)n1CCCCCCn1c(C)ccc1C	109	95	96	89	98	91	89	·
CC(=O)Nc1c(Cl)cc2c(c1Cl)C(=O)c1ccccc1-2	99	91	74	88	84	108	107	98
O=C(CCc1nnc2sc(CCCl)nn12)c1nc2ccccc2[nH]1	104	·	·	105	101	115	107	·
Nc1nc(N)nc(-c2cccc(Br)c2)n1	·	88	89	100	92	·	98	100
CS(=O)(=O)c1ccc(/C(=N\NC(N)=S)c2ccccc2)cc1	101	100	101	109	103	98	100	105
COc1ccc(CC(=O)n2cccc2)cc1	102	111	81	82	·	111	92	104
CN(CCO)Cc1ccccc1	98	86	55	·	96	108	·	·
NNC(=O)C(CO)c1ccccc1 (stereo unspecified)	102	90	102	112	97	105	111	109
CCOc1ccc([C@@H]2[C@@H](Oc3ccccc3)C(=O)N2c2cc(OC)c(OC)c(OC)c2)cc1	27	63	5.4*	5.6*	43	5.2*	7.6*	6.3*
c1csc(CSc2ncnc3nc[nH]c23)c1	96	74	110	113	105	80	109	113
Cc1cccc(C)c1OC(=O)c1ccccc1	110	107	106	107	108	105	110	120
Nc1ccc(-c2csc(N/N=C/c3nc4ccccc4n3C3CC3)n2)cc1	85	79	38	83	86	32	74	71
OC1(c2ccccc2)CCN(c2ccc3nnc(Cl)n3n2)CC1	79	83	73	93	·	99	97	86
O=C(O)c1ccccc1Nc1ccc2nnc(-c3ccncc3)n2n1	86	111	26	54	·	68	31	77
COC(=O)c1cc(Cl)c(C(=O)OC)cc1Cl	85	91	102	104	105	96	99	102
C=C(C)[C@@H]1CC[C@]2(C)[C@H](CCN[C@H]3[C@@H]4CC(C)(C)CC[C@]4(CO)CC[C@]32C)[C@@]1(C)CCCN	104	91	18	98	96	83	·	91
CC1(C)CC[C@]2(C(=O)N3CCOCC3)CC[C@]3(C)C(=CC[C@@H]4[C@@]5(C)CC[C@H](OC(=O)c6cccnc6)C(C)(C)[C@@H]5CC[C@]43C)[C@@H]2C1	79	66	54	49	88	35	·	36
CC(=O)Oc1ccccc1C(=O)Oc1ccc(C(C)=O)cc1	105	114	98	105	106	106	97	105
COc1ncnc(NS(=O)(=O)c2ccc(N)cc2)c1OC	93	·	111	110	99	102	97	109
COc1ccc(/C=N/NC(=O)COc2ccc(-c3nc4ccccc4c(=O)[nH]3)cc2)cc1OC	100	117	77	99	100	105	108	97
O=C1Nc2cc(Cl)c(CCCl)cc2/C1=C\c1ccccc1	88	58	51	13	·	52	41	77
Cc1nc(NC(=O)Nc2ccccc2)sc1C(=O)NNC(=O)Nc1ccccc1	·	62	90	92	106	81	97	118
COc1cc2ncn3c(=O)c4c5c(sc4nc3c2cc1OC)CCCC5	90	115	134	·	83	105	137	146
S=C(Nc1ccccc1)Nc1ccc(OCc2nc3ccccc3[nH]2)cc1	44	75	32	20	46	39	29	15
CCOC(=O)CCC[P+](c1ccccc1)(c1ccccc1)c1ccccc1	100	71	60	72	76	42	73	58
O=C1CCC(C(=O)NNc2ccc(Cl)cc2)N1 (stereo unspecified)	98	91	31	52	78	71	50	13
Cc1cc2nc(-c3cc4cc(Cl)cc(Cl)c4oc3=O)[nH]c2cc1C	92	86	125	105	·	102	102	111
COc1ccc(-c2nc(-c3ccccc3)c(-c3ccccc3)n2C2CC2)cc1OC1CCCCC1	85	90	·	33	·	49	30	31
COc1cc(OC)cc(Oc2nccc(-c3cn(CC(N)=O)nc3-c3cc(C)cc(OC)c3)n2)c1	86	61	94	102	99	108	112	104
CCCCCCCCCOCC(O)COc1ccccc1[N+](=O)[O-] (stereo unspecified)	89&123	102	108&80	82&99	101&107	90&95	86&82	115&85
COc1cc(-c2cc(/C=C3\C(=O)Nc4ccccc43)[nH]n2)cc(OC)c1OC	65	·	34	6.0*	·	24	22	32
